CDK5 inh: inhibitors of human CDK5/p35 kinase; Q00535+Q15078; 0.01% of 330,000 active; inhibition, % at 10 µM; Recombinant CDK5/p35, ADP-Glo luminescence, 60 min;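 active = highest replicate inhibition of at least 50% and at least 75% of replicates reaching 50%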;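 also: plate controls were DMSO neutral control for no effect and GW8510 at 10 µM for full effect; many of its hits are not listed in these tables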
LANA DNA inh: blocks KSHV LANA C-terminal domain binding to DNA. MBP-C-LANA/FAM-LBS DNA binding, fluorescence polarization. inhibition, % at 9 µM. 0.078% of 340,000 active. AID 504423;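 active = highest replicate inhibition at or above 60% at 9 µM, even if other replicates fall short; inactive = all replicates below 60% inhibition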;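 also: 0% = neutral control wells and 100% = 4 µM acridine orange control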
PvdQ acylase: P. aeruginosa PvdQ acylase inhibition; inhibition, % at 10 µM; purified PvdQ acylase, fluorescence plate reader; AID 488965; 0.063% of 340,000 active; in the data active = inhibition above about 30%, passing the limit was not always enough;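 also: 0% = vehicle neutral wells and 100% = reference inhibitor wells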
NSD2 inh: blocks human histone methyltransferase NSD2; O96028; NSD2 peptide methylation, AlphaScreen, 120 min; inhibition, % at 12.5 µM; 0.54% of 310,000 active; AID 743445; in the data active = inhibition above about 50%
cardiac RTF act: increases calcium sensitivity of human cardiac regulated thin filaments; P19429+P45379; IANBD-labeled TnC RTF fluorescence at EC20 calcium; 0% EC20 calcium, 100% full calcium; activation, % at 7.2 µM; 0.24% of 340,000 active; AID 493008;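 active = activation above the mean over all tested compounds plus 3 SD, cut at about 30% in these data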;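 also: rise in fluorescence read as greater calcium sensitivity of cardiac thin filaments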
Rtt109 Vps75: C. albicans Rtt109 histone acetyltransferase inhibition | 0.16% of 330,000 active | purified Rtt109/Vps75, ThioGlo CoA-SH fluorescence, 4 h | inhibition, % at 34.9 µM | Q5AAJ8;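 active = inhibition of at least 50% in every replicate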
Keap1 Nrf2 FP: inhibitors of human Keap1-Nrf2 protein-protein interaction; 0.15% of 340,000 active; inhibition, % at 9.4 µM; Keap1 Kelch-Nrf2 peptide fluorescence polarization, 1536-well; Q14145; in the data active = inhibition above about 12%;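 also: human Keap1 Kelch domain with fluorescein labeled Nrf2 9mer peptide probe; 0% = neutral control wells and 100% = peptide positive control; higher means more block of Keap1 binding to Nrf2 peptide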
Target sequence (Q14145 whole entry, looked up, the tested form may be a part): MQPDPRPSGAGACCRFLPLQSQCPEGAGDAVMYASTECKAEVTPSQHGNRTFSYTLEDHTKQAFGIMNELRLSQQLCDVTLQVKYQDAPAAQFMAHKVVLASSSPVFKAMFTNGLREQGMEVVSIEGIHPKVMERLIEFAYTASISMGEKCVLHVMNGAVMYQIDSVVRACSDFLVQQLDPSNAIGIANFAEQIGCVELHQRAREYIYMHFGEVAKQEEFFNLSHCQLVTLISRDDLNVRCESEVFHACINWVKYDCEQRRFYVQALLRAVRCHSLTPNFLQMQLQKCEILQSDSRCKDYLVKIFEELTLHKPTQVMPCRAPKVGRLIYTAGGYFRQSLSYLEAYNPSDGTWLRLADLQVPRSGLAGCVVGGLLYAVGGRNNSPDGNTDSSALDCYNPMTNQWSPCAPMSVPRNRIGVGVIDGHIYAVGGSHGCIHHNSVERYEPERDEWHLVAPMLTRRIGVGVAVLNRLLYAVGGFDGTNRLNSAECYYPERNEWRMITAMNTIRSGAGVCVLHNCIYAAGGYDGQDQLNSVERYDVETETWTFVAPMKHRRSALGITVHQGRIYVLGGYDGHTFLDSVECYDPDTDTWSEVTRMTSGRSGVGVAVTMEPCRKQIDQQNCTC
dFosB act: mouse delta FosB homodimer activation. AID 493131. P13346. activation, % at 25 µM. purified delta FosB, TAMRA-CDK5 oligo fluorescence polarization; percent of positive-control signal above neutral wells. 0.99% of 340,000 active;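 active = mean activation above about 17%, with every replicate also reaching it, limit read from the data, passing the limit was not always enough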;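 also: fluorescence polarization rise as delta FosB binds a TAMRA Cdk5 AP-1 oligo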
Target sequence (P13346 whole entry, looked up): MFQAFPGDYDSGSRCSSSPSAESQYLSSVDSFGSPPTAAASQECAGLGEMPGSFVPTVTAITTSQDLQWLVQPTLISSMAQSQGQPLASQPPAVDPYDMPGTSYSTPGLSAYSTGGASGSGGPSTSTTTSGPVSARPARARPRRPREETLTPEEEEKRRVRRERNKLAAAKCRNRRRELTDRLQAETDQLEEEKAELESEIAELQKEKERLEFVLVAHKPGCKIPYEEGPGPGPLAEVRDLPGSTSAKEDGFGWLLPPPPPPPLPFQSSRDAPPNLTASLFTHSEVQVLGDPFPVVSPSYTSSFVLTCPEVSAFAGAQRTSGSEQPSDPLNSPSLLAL
Cardiac RTF inh: cardiac RTF calcium desensitization; IANBD-labeled cardiac RTF, Ca2+ fluorescence; inhibition, % at 7.15 µM; 0.12% of 340,000 active; AID 493244;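 active = inhibition above the mean inhibition of all tested compounds plus 3 SD, cut at about 17% in these data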;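 also: assay run at fixed EC70 calcium of 1.6 mM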
Mot1-301 SUMO: blocks SUMOylation pathway, rescuing yeast Mot1-301 growth; S. cerevisiae Mot1-301 growth rescue, ATP luminescence, 38.5C; percent above DMSO median, 100 means doubled; growth rescue, % at 18.8 µM; 1% of 320,000 active; AID 2716;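 active = every valid replicate shows activation above 250% relative to neutral control wells; inactive = the rest, any valid replicate at or below 250%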;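 also: OY570 slx delta 5 strain wells were the positive control but not used for scaling; some compounds called inactive have numbers as strong as hits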
PfHsp90 yeast 2: reduces growth (ATP signal) of yeast expressing P. falciparum Hsp90; S. cerevisiae expressing PfHsp90, BacTiter-Glo ATP, 48 h; yeast lacking PDR1 and PDR3 efflux regulators; inhibition, % at 9.4 µM; 0.32% of 310,000 active;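 active = every replicate shows inhibition above about 80%, whatever the replicate mean, limit read from the data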;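 also: 0% = DMSO neutral controls and 100% = 20 µM radicicol positive controls; yeast relying on Plasmodium falciparum Hsp90 in place of its own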
* = called active by the depositor; nt = no result given.

SMILES	CDK5 inh	LANA DNA inh	PvdQ acylase	NSD2 inh	cardiac RTF act	Rtt109 Vps75	Keap1 Nrf2 FP	dFosB act	Cardiac RTF inh	Mot1-301 SUMO	PfHsp90 yeast 2
C=CCOc1ccc(Br)cc1/C=C1/SC(=Nc2ccc(C(=O)O)cc2)NC1=O	-2.6	2.1	-1	12	3	1	1	3	-7	nt	-7
CCOC(=O)N1CCN(c2nc(-c3ccco3)cc(C(F)(F)F)n2)CC1	-1.5	0.6	-1	3	15	-1	-3	-13	-33	-9	nt
CN(C)S(=O)(=O)c1ccc(C(=O)Nc2ccccc2OC(F)(F)C(F)F)cc1	-0.8	2.3	6	0	-1	16	0	-5	-2	-11	10
O=C1NC[C@@H](Cc2cccc3ccccc23)N(CCCCC2CCCCC2)C1=O	1.1	0.1	-12	nt	5	1	-3	-7	-10	-5	-54
CC(C)(C)NC(=O)CSc1nnc(-c2ccccc2)c(-c2ccccc2)n1	-1.1	-0.3	-5	nt	-6	9	0	-7	0	-11	-7
CCCn1c(SCC(=O)c2ccc3c(c2)OCCO3)nc2c1c(=O)n(C)c(=O)n2C	-0.1	-0.4	-16	-2	0	5	-5	0	-8	nt	4
Cc1ccc(NC(=O)CC(NCC2CCCO2)C(=O)O)cc1C (configuration not stated)	-3.6	-1.4	-16	-2	5	7	-1	-6	-7	-17	-1
O=C(CSc1nnc2ccccn12)NNC(=O)c1ccc(Cl)cc1	1.4	0.2	4	-3	3	-10	-1	0	-5	599*	nt
COc1cc(CNC(C)c2ccccc2)cc(Br)c1OCc1ccc(F)cc1 (configuration not stated)	0.9	0.1	3	-3	-3	6	2	-18	5	-20	-4
N#Cc1ccc(C(=O)N2CCC3CC2c2cc(-c4ccc(F)cc4)ccc23)cc1 (configuration not stated)	-0.9	-0.1	-8	nt	-5	-7	-2	-8	1	nt	-21
CN(C)/C=N/c1ncc(C(=O)OC(C)(C)C)s1	1.6	-0.2	-2	-4	-1	-1	2	1	-7	5	11
COc1ccccc1C(=O)NCCC(=O)N1CCN(C(=O)c2ccco2)CC1	0.1	-1.5	-6	-1	4	-3	3	3	-12	nt	nt
CCCCNC(=S)N/N=C/C1=CCC2CC1C2(C)C (configuration not stated)	0.0	1.4	-11	-3	1	-7	-2	-15	6	8	22
COC(=O)Cc1[nH]n(-c2nc3ccccc3s2)c(=O)c1C(C)=Nc1ccc(Cl)cc1	-0.8	0.5	-10	0	-6	0	2	0	6	-20	37
Cc1cccc2c3c([nH]c12)CCN(C)C3	1.9	-2.3	3	24	-3	1	4	-5	-3	24	-24
COc1ccc(NC(=O)CN(C)C(C)C(=O)NC(=O)NC2CCCCC2)cc1 (configuration not stated)	2.0	-0.9	3	1	1	17	-1	-2	-5	143	1
CCC(C)NC(=O)Cn1cccc1C(=O)c1ccccc1 (configuration not stated)	0.7	0.5	8	-1	-3	3	4	3	-3	6	16
O=C(Nc1nnc(-c2ccc3c(c2)CCCC3)o1)C1COc2ccccc2O1 (configuration not stated)	0.2	0.3	3	nt	0	33	-2	-4	3	28	-123
COc1ccc(Cc2nc3ccc(C(=O)N4CCOCC4)cc3o2)cc1	-1.6	-0.7	-12	-1	6	-2	0	-7	0	7	-10
N#Cc1ccccc1N=Cc1ccc(Br)cc1	-0.7	-0.2	-17	-1	-1	-8	-5	-1	5	17	3
Nc1nnc(-c2ccc(Cl)cc2)o1	0.4	-0.4	-20	1	2	-2	-1	-1	5	-4	-22
CCc1ccccc1OCC(=O)OCC(=O)N1CC(=O)Nc2ccccc21	1.1	0.2	7	2	6	nt	-1	-1	5	-3	-64
COc1cc(NC(=S)NC(C)(C)C)c(OC)cc1Cl	-2.5	0.2	-8	-4	4	14	-1	-5	-7	14	-7
Cc1ccc(S(=O)(=O)NC(=O)c2cc(C)n(-c3ccccc3)c2C)cc1	-1.5	-0.1	-18	1	1	-4	-1	-2	3	nt	7

A stretch from further up:
SMILES	CDK5 inh	LANA DNA inh	PvdQ acylase	NSD2 inh	cardiac RTF act	Rtt109 Vps75	Keap1 Nrf2 FP	dFosB act	Cardiac RTF inh	Mot1-301 SUMO	PfHsp90 yeast 2
CCOC(=O)N1CCN(c2nc(-c3ccco3)cc(C(F)(F)F)n2)CC1	-1.5	0.6	-1	3	15	-1	-3	-13	-33	-9	nt
CN(C)S(=O)(=O)c1ccc(C(=O)Nc2ccccc2OC(F)(F)C(F)F)cc1	-0.8	2.3	6	0	-1	16	0	-5	-2	-11	10
O=C1NC[C@@H](Cc2cccc3ccccc23)N(CCCCC2CCCCC2)C1=O	1.1	0.1	-12	nt	5	1	-3	-7	-10	-5	-54
CC(C)(C)NC(=O)CSc1nnc(-c2ccccc2)c(-c2ccccc2)n1	-1.1	-0.3	-5	nt	-6	9	0	-7	0	-11	-7
CCCn1c(SCC(=O)c2ccc3c(c2)OCCO3)nc2c1c(=O)n(C)c(=O)n2C	-0.1	-0.4	-16	-2	0	5	-5	0	-8	nt	4
Cc1ccc(NC(=O)CC(NCC2CCCO2)C(=O)O)cc1C (configuration not stated)	-3.6	-1.4	-16	-2	5	7	-1	-6	-7	-17	-1
O=C(CSc1nnc2ccccn12)NNC(=O)c1ccc(Cl)cc1	1.4	0.2	4	-3	3	-10	-1	0	-5	599*	nt
COc1cc(CNC(C)c2ccccc2)cc(Br)c1OCc1ccc(F)cc1 (configuration not stated)	0.9	0.1	3	-3	-3	6	2	-18	5	-20	-4
N#Cc1ccc(C(=O)N2CCC3CC2c2cc(-c4ccc(F)cc4)ccc23)cc1 (configuration not stated)	-0.9	-0.1	-8	nt	-5	-7	-2	-8	1	nt	-21
CN(C)/C=N/c1ncc(C(=O)OC(C)(C)C)s1	1.6	-0.2	-2	-4	-1	-1	2	1	-7	5	11
COc1ccccc1C(=O)NCCC(=O)N1CCN(C(=O)c2ccco2)CC1	0.1	-1.5	-6	-1	4	-3	3	3	-12	nt	nt

Going on with the list:
SMILES	CDK5 inh	LANA DNA inh	PvdQ acylase	NSD2 inh	cardiac RTF act	Rtt109 Vps75	Keap1 Nrf2 FP	dFosB act	Cardiac RTF inh	Mot1-301 SUMO	PfHsp90 yeast 2
CCOc1ccc2oc(C(=O)N(CC)CC(=O)Nc3ccc(NC(C)=O)cc3)c(C)c2c1	0.5	-0.2	-10	0	0	-2	0	-9	-2	-1	-9
CCN1C(=O)[C@H]2[C@H]3CN=C(SCC(=O)c4ccccc4)N3[C@@](CC)(C(=O)OC)[C@H]2C1=O	-0.3	0.3	-9	nt	3	10	-7	-3	-5	nt	4
CCCCOc1c(Br)cc(CNCCCN2CCOCC2)cc1OC	1.5	-2.0	-17	5	0	-9	1	-1	-6	107	-10
CCCCNCCOCCOc1ccc(C)cc1[N+](=O)[O-]	-0.1	0.4	3	12	-5	nt	-1	5	5	125	nt
CCN(CC(=O)Nc1c(F)cccc1F)C(=O)c1cnccn1	0.7	0.3	-13	1	-4	2	-3	2	0	109	nt
COc1cc(N/N=C/c2ccc(N(C)C)cc2)ncn1	2.3	-0.5	-5	-4	-4	nt	-7	-8	-4	-21	-14
O=C(NC1CCCCC1)c1ccc(Br)o1	-0.7	2.1	-3	-2	0	-6	-4	-9	-2	71	-16
CC(=O)c1cc2c(s1)-c1cc(F)ccc1OC2	-1.5	-0.5	5	-12	-6	-142	-6	-6	-4	3	-22
C=CCc1ccccc1OCCSc1nc2ccc([N+](=O)[O-])cc2s1	-1.4	0.2	8	3	-1	-8	1	-11	7	-4	-9
COC(=O)C1C2C=CC3(CN(c4cccc(C)c4)C(=O)C13)O2 (configuration not stated)	-1.6	2.7	7	0	-4	3	-3	1	-17	9	6
O=C(NCCN1CCOCC1)c1cccc(S(=O)(=O)Nc2cc(Cl)ccc2Cl)c1	0.3	-1.8	-9	-1	-10	-6	2	-4	-1	nt	7
O=C(O)C1CCCCC1C(=O)N1CCCC1 (configuration not stated)	-1.6	4.4	-13	5	-2	-7	-2	-3	-5	8	2

Record cards, as listed above. Order of screens: CDK5 inh, LANA DNA inh, PvdQ acylase, NSD2 inh, cardiac RTF act, Rtt109 Vps75, Keap1 Nrf2 FP, dFosB act, Cardiac RTF inh, Mot1-301 SUMO, PfHsp90 yeast 2
CCN1C(=O)[C@H]2[C@H]3CN=C(SCC(=O)c4ccccc4)N3[C@@](CC)(C(=O)OC)[C@H]2C1=O is entered as -0.3, 0.3, -9, nt, 3, 10, -7, -3, -5, nt, 4
COC(=O)C1C2C=CC3(CN(c4cccc(C)c4)C(=O)C13)O2 (configuration not stated) is entered as -1.6, 2.7, 7, 0, -4, 3, -3, 1, -17, 9, 6

(more compounds)
SMILES	CDK5 inh	LANA DNA inh	PvdQ acylase	NSD2 inh	cardiac RTF act	Rtt109 Vps75	Keap1 Nrf2 FP	dFosB act	Cardiac RTF inh	Mot1-301 SUMO	PfHsp90 yeast 2
CN(C)CCN(C(=O)CCc1ccccc1)c1nc2c(F)cc(F)cc2s1	0.3	0.7	-5	-1	-2	7	-2	3	5	4	-5
COc1ccc(N2CCN(C(=O)CNS(=O)(=O)c3ccc(C)c(C)c3)CC2)cc1	-1.5	-0.8	8	1	0	-9	-1	-2	8	175	-11
Cc1cc(SCC(=O)c2cccs2)n2nc(C)c(-c3ccccc3)c2n1	-0.2	-0.4	10	2	1	3	0	0	3	-22	-5
CC(=O)Nc1ccc(S(=O)(=O)N2CCN(C(=O)c3ncoc3-c3ccccc3)CC2)cc1	-3.8	0.8	-7	nt	3	-1	-6	-5	-4	nt	-8
Cc1ccc(-c2nnn(C/C(N)=N/O)n2)cc1	-0.2	0.2	-12	0	-1	0	0	-7	-23	4	-3
COc1cc(C(=O)NNC(=O)c2cc(C)[nH]n2)cc(OC)c1OC	-6.4	0.9	-8	7	12	nt	-5	0	-12	-2	16
c1ccc2sc(NN=C3CCCC3)nc2c1	-1.5	1.9	-7	-2	-3	-3	-1	-3	3	115	7
CCCC(=O)N(c1ccccc1)C1C=CS(=O)(=O)C1 (configuration not stated)	-5.3	0.8	-4	0	4	-1	-8	1	-3	993	-12
Fc1ccc(Nc2nc(-c3ccncc3)cs2)cc1	-0.5	0.1	0	-1	5	5	-1	-9	7	44	7
OCC1=C[C@@H](O)[C@@H]2C=CO[C@@H](O[C@@H]3O[C@H](CO)[C@@H](O)[C@H](O)[C@H]3O)[C@H]12	5.5	1.7	-1	nt	-2	7	0	-2	-3	-17	-14
Cc1c(NC(=O)COC(=O)c2ccc(F)c(S(=O)(=O)N3CCOCC3)c2)c(=O)n(-c2ccccc2)n1C	-0.1	-0.4	-6	-1	3	3	2	-4	2	-28	12
COc1ccc(CC(=O)OCC(=O)c2ccc(S(=O)(=O)N3CCCCC3)cc2)cc1	-0.9	1.1	1	-1	-7	1	-3	-6	-3	13	0
Cc1cc(C(=O)CCl)c(C)n1-c1cccc([N+](=O)[O-])c1	1.6	3.8	9	-2	-2	-6	-2	-5	-3	59	-55
CCOC(=O)c1cccc(NC(=O)C2(S(=O)(=O)c3ccc(C)cc3)CC2)c1	0.2	-1.0	15	7	7	3	-2	-5	4	9	17
O=C(c1ccc(Br)c([N+](=O)[O-])c1)N1CCN(Cc2ccccc2)CC1	-2.9	-1.4	-16	2	4	-7	2	-3	-6	8	13

Compound activity deposited in PubChem by several laboratories.

Compounds were not picked by outcome; any-hit rate near 3.2%.
